# NTR1 ag = agonists of NTR1, primary screen, imaging, U2OS cells, beta-arrestin-GFP, high content (AID 493036); NTR1-U2OS beta-arrestin-GFP spot imaging, agonist mode; P30989; activation, % at 20 µM; 330,000 compounds, 0.17% hits;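 active = activation at or above 40% of the spot to cytoplasm intensity ratio, with at least 20 cells analyzed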;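 note: 0% = DMSO without peptide and 100% = 100 nM NTR1 peptide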
# Target sequence (P30989 whole entry, looked up): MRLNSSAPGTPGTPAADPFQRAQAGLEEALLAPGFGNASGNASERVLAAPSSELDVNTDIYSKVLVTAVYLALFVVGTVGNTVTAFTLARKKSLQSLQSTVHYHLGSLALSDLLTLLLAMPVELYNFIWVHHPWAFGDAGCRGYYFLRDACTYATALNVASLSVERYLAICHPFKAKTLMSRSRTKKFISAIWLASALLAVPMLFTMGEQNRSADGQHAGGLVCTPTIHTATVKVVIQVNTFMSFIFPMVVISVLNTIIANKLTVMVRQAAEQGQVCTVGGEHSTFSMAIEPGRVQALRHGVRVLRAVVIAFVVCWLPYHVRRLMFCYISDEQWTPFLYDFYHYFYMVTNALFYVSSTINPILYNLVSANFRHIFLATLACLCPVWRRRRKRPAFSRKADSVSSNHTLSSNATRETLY
# NTR1 ag cell count 20 µM = second read-out of NTR1 ag, no call of its own (marks repeat the call); cell count; measured here: cell count, cytotoxicity flag
# The depositor's hits bear a star.
SMILES,NTR1 ag,NTR1 ag cell count 20 µM
CC1CCN(C(=O)CNC(=O)c2ccc(Br)o2)CC1,1.7,71
O=C(COC(=O)c1ccc(Cl)nc1)Nc1ccc2ccccc2c1,-0.7,61
Cc1ccc(C(=O)OCN2C(=O)c3ccccc3C2=O)o1,-1.3,39
CCC(C)[C@H]1CNCCN1CCc1cc(C(F)(F)F)cc(C(F)(F)F)c1 (stereo partly specified),38,48
Cc1ccccc1[C@@H](NC(=O)OC(C)(C)C)C(=O)OC(C)(C)C,0.4,52
CCOc1c2ccccc2nn1CCO,0.1,86
CC(NC(=O)c1cccc(S(=O)(=O)N(C)c2ccccc2)c1)c1cccnc1 (stereo unspecified),2.0,53
COc1ccc(-c2cn(Cc3ccc(C(N)=O)cc3)c(-c3ccc(Cl)nc3)n2)cc1,0.3,104
COc1cc(OC)cc(-c2c(C#Cc3ccsc3)c3cc(-c4cc(OC)c(OC)c(OC)c4)ccc3n2C)c1,-1.7,52
COc1ccc(CCC(=O)OCC(=O)NC(=O)c2ccc(Cl)cc2)cc1,7.6,41
O=C(NCc1ccncc1)c1cccc(NS(=O)(=O)c2ccc(F)c(F)c2)c1,0.6,68
O=S(=O)(O)c1cccc2cccc(Nc3ccccc3)c12,0.6,50
Cc1cnc(C(=O)OCC(=O)c2ccccc2)cn1,1.3,52
COc1cc(C=O)ccc1OC(=O)Nc1ccccc1,1.6,62
C[C@@H]1COC(=O)[C@H](Cc2ccc(F)cc2)CC/C=C/C[C@@H](CC(=O)N[C@H](CO)Cc2ccccc2)C(=O)N1,-1.3,54
C[C@@H]1O[C@@H](OC2C(O)C(OCCc3ccc(O)c(O)c3)OC(CO)C2OC(=O)/C=C/c2ccc(O)c(O)c2)[C@H](O)[C@H](O)[C@H]1O (stereo partly specified),-1.0,101
COc1ccccc1CCNC(=O)c1ccc(NC(=O)CC2SC(N3CCCCC3)=NC2=O)cc1 (stereo unspecified),3.4,59
O=C(COC(=O)c1ccc(Cl)cc1)NC1CCCCCC1,-0.5,55
Cc1ccc([C@@H]2CC=C(C(=O)O)[C@H](c3ccc(C(C)(C)C)cc3)N2S(=O)(=O)c2ccc(C)cc2)cc1,8.1,46
Cn1cnnc1SCC(=O)Nc1ccc(N2CCCCC2)cc1,-1.4,46
Cc1ccc(C(=O)NNC(=O)c2cc(C)nc3ccccc23)cc1,-1.9,57
COc1ccc(-c2csc(NC(=O)CSCC(=O)Nc3cc(C)on3)n2)cc1OC,2.4,64
C[C@@]12C(=O)Nc3cc(Cl)ccc3C(=O)N1[C@H]1c3cc(Br)ccc3OC[C@@H]1[C@@H]2c1ccccc1,-1.9,93
Cc1nc(-c2ccccc2)cc(-c2ccccc2)n1,0.5,49
C[C@H]1CN([C@@H](C)CO)C(=O)Cc2cc(NC(=O)CCC(F)(F)F)ccc2O[C@H]1CN(C)C(=O)Nc1ccc(F)cc1,1.1,64
# Next section
SMILES,NTR1 ag,NTR1 ag cell count 20 µM
CCN(C(=O)CSc1n[nH]c(N)n1)c1cccc2ccccc12,0.4,63
O=C(c1cccc(S(=O)(=O)N2CCCC2)c1)N1CCN(Cc2ccccc2)CC1,-0.3,85
Cc1cc(C)c(NC(=O)CCc2c(C)noc2C)c(C)c1,-0.2,94
Cc1ccc2nc(-c3ccccc3)cc(C(=O)NCC(c3ccco3)N(C)C)c2c1 (stereo unspecified),0.7,69
CC(C)(C)N(Cc1ccccc1)C(=O)COC(=O)CNC(=O)c1ccco1,-1.3,32
COc1ccc(C(=O)NOCc2ccccc2)cc1,-2.6,87
CN1CCN(c2ccc(S(=O)(=O)N3CCOCC3)cc2NC(=O)CSCc2ccccc2)CC1,-0.4,70
CS(=O)(=O)c1ccc(Cl)c(NC(=O)CN2CCCC2c2ccc3c(c2)OCCCO3)c1 (stereo unspecified),1.6,61
CCCc1c(OCCCOc2ccc(OCC(=O)O)cc2)ccc(C(C)=O)c1O,-1.4,56
Oc1cc(-c2ccncc2)cc2cccnc12,4.0,53
O=C(CN1C(=O)NC2(CCCC2)C1=O)N1CCN(S(=O)(=O)c2ccccc2[N+](=O)[O-])CC1,-0.3,52
CCOC(=O)[C@H]1[C@H]2COc3ccc(Cl)cc3[C@@H]2N2C(=O)c3ccc(C)cc3NC(=O)[C@@]12C,1.1,84
CCOc1ccc(C(=O)C(C)OC(=O)CN2C(=O)NC(C)(C)C2=O)cc1 (stereo unspecified),0.0,51
Oc1cc(NCc2ccc(Cl)cc2)cc2cccnc12,-0.8,60
CN(C)CCn1c2c(c(SCC(=O)Nc3nccs3)nc1=O)CCCC2,0.1,68
COc1ccccc1CNC(=O)COC(=O)c1cc(C)nc2ccccc12,0.9,58
COc1cc(/C=C/C(=O)Nc2ccc(OC)c(S(=O)(=O)N3CCOCC3)c2)ccc1OC(F)F,3.7,48
O=C(CSc1nncn1-c1ccccc1F)NC1CCCCC1,1.5,74
[O-][n+]1c2ccccc2c2n1CCN1CCOC21c1ccc(Cl)cc1 (stereo unspecified),0.8,57
CC[C@@H]1C=C(C(=O)O)[C@H](c2ccc(F)cc2)N1S(=O)(=O)c1ccc(C)cc1,-0.9,31
CC1CCC(CN2C(Nc3ccccc3)=NC[C@@H]2Cc2ccccc2)CC1 (stereo partly specified),1.7,57
CC(OC(=O)Cc1n[nH]c(=O)c2ccccc12)C(=O)Nc1ccc(F)cc1Cl (stereo unspecified),0.3,49
CC1CC(C)(C)CC(=O)C1C(=O)c1ccccc1 (stereo unspecified),1.2,58
O=S(=O)(Nc1cc(S(=O)(=O)N2CCOCC2)ccc1NCC1CCCO1)c1ccccc1 (stereo unspecified),-0.5,62
COc1ccc(N2C(=O)CC(N3CCN(S(=O)(=O)c4c(C)cc(C)cc4C)CC3)C2=O)cc1 (stereo unspecified),1.3,68
# Carrying on.
SMILES,NTR1 ag,NTR1 ag cell count 20 µM
COc1ccc(C(CNC(=O)CCNC(=O)c2ccc(Br)cc2)N2CCOCC2)cc1 (stereo unspecified),3.5,64
Cc1cc(CN2CCN(CC(=O)Nc3cc(C(F)(F)F)ccc3-n3cncn3)CC2)no1,5.0,57
CN(CC(=O)Nc1ccccc1Cl)CC(=O)N(C)c1c(N)n(Cc2ccccc2)c(=O)[nH]c1=O,-0.5,54
CC(Oc1ccccc1)C(=O)N1CCC2(CC1)CC(=O)c1ccccc1O2 (stereo unspecified),3.0,57
COc1ccccc1N(CC(=O)N(C)Cc1ccccc1)S(=O)(=O)c1cccs1,3.4,52
Cc1nc(N/C(N)=N/S(=O)(=O)c2ccccc2)nc2ccccc12,0.2,61
COC(=O)c1ccccc1S(=O)(=O)N1CCC(C(=O)NCc2ccco2)CC1,2.4,72
COc1ccc(S(=O)(=O)NCCC(=O)OCC(=O)c2ccc[nH]2)cc1[N+](=O)[O-],-3.2,59
CN(C)S(=O)(=O)c1ccc(N2CCOCC2)c(C(=O)NCc2ccc3c(c2)OCO3)c1,-2.1,44
CC(=O)NC1C(O)OC(CO)C(O)C1O (stereo unspecified),-1.6,57
COc1ccc(NS(=O)(=O)c2cc(NC(=O)c3ccccc3)ccc2N2CCOCC2)cc1,0.5,60
COc1cc2nc(CN3CCN(S(=O)(=O)c4c(F)cccc4F)CC3)[nH]c(=O)c2cc1OC,-2.2,63
CC1(c2ccc(OC(F)F)cc2)NC(=O)N(CC(=O)c2ccc3c(c2)OCO3)C1=O (stereo unspecified),4.6,62
CCN(CC(=O)Nc1ccccc1C(F)(F)F)C(=O)C1CSC2(C)CCC(=O)N12 (stereo unspecified),0.5,59
O=C(/C=C/c1ccc(S(=O)(=O)N2CCOCC2)cc1)NCc1ccccc1F,-1.3,105
CCCCn1c(N)c(N(CC(C)C)C(=O)CCCc2nc3ccccc3c(=O)[nH]2)c(=O)[nH]c1=O,-0.2,71
Cc1ccc(S(=O)(=O)Nc2cccc(C(=O)N3CCCC3)c2)cc1F,0.6,67
Cc1ccc(C(=O)CN(CCC(=O)O)S(=O)(=O)c2ccc([N+](=O)[O-])cc2)cc1,4.5,53
C=CCC(C#N)(c1ccc(OC)c(OC)c1)c1cnccn1 (stereo unspecified),-0.6,60
COc1ccc(NC(C)=O)cc1S(=O)(=O)NCCc1ccccn1,0.7,71
O=C(COc1ccccc1[N+](=O)[O-])NCC1COc2ccccc2O1 (stereo unspecified),2.3,45
CN1CC(=O)N(CC(=O)Nc2ccc(N3CCOCC3)cc2)C1=O,-0.9,66
COc1ccc(/C=C/C(=O)OCC(=O)N(C)CC(=O)Nc2ccc(C)cc2)c(OC)c1,2.2,60
Cc1ccc(C(=O)NC2CC(C)(C)NC(C)(C)C2)cc1S(=O)(=O)N1CCCCC1,1.3,88
CC1(C)NC(=O)N(CC(=O)OCC(=O)c2ccc(F)cc2)C1=O,0.0,63

# 13 compounds already listed, arranged by molar mass, low to high:
SMILES,NTR1 ag,NTR1 ag cell count 20 µM
CC(=O)NC1C(O)OC(CO)C(O)C1O (stereo unspecified),-1.6,57
C=CCC(C#N)(c1ccc(OC)c(OC)c1)c1cnccn1 (stereo unspecified),-0.6,60
CN1CC(=O)N(CC(=O)Nc2ccc(N3CCOCC3)cc2)C1=O,-0.9,66
Cc1nc(N/C(N)=N/S(=O)(=O)c2ccccc2)nc2ccccc12,0.2,61
COc1ccc(NC(C)=O)cc1S(=O)(=O)NCCc1ccccn1,0.7,71
Cc1ccc(S(=O)(=O)Nc2cccc(C(=O)N3CCCC3)c2)cc1F,0.6,67
COC(=O)c1ccccc1S(=O)(=O)N1CCC(C(=O)NCc2ccco2)CC1,2.4,72
COc1ccc(S(=O)(=O)NCCC(=O)OCC(=O)c2ccc[nH]2)cc1[N+](=O)[O-],-3.2,59
CC1(c2ccc(OC(F)F)cc2)NC(=O)N(CC(=O)c2ccc3c(c2)OCO3)C1=O (stereo unspecified),4.6,62
COc1ccc(/C=C/C(=O)OCC(=O)N(C)CC(=O)Nc2ccc(C)cc2)c(OC)c1,2.2,60
Cc1cc(CN2CCN(CC(=O)Nc3cc(C(F)(F)F)ccc3-n3cncn3)CC2)no1,5.0,57
COc1ccc(NS(=O)(=O)c2cc(NC(=O)c3ccccc3)ccc2N2CCOCC2)cc1,0.5,60
CN(CC(=O)Nc1ccccc1Cl)CC(=O)N(C)c1c(N)n(Cc2ccccc2)c(=O)[nH]c1=O,-0.5,54

# Next results.
SMILES,NTR1 ag,NTR1 ag cell count 20 µM
O=C(C[n+]1ccccc1)N/N=C/c1ccc(C(=O)O)cc1,-0.6,68
O=C(CN1CCN(S(=O)(=O)c2cccc(Br)c2)CC1)N1CCCCC1,-0.8,66
CCCCn1c(N)c(N(CC(C)C)C(=O)c2cc3c(s2)CCC3)c(=O)[nH]c1=O,1.3,57
CSc1ccc(S(=O)(=O)NCC(=O)OCC(=O)N2CCC(C)CC2)cc1[N+](=O)[O-],3.4,96
O=C(CN1C(=O)NC(c2ccccc2)(c2ccccc2)C1=O)NC1CCCC1,2.3,52
COc1ccc(C(CNC(=O)c2ccc(N3CCCC3=O)cc2)N2CCCC2)cc1 (stereo unspecified),-0.4,56
O=C(CN1C(=O)NC2(CCCCC2)C1=O)Nc1ccc(Cl)cc1,-0.8,57
Cc1ccc(N2CC(C(=O)OCC(=O)Nc3ccc(F)cc3F)CC2=O)cc1 (stereo unspecified),2.8,58
Cc1ccc(NC(=O)CNC(=O)c2ccc(C(C)(C)C)cc2)cc1S(=O)(=O)N1CCOCC1,0.7,66
Cc1ccc(C)c(S(=O)(=O)Nc2cc3c4c(c2)CCC(=O)N4CCC3)c1,2.5,54
CC(=O)c1c(C)[nH]c(C(=O)CN2C(=O)NC(C)(C)C2=O)c1C,-0.2,53
O=C(NC1CC1)c1cc(Cl)nc2ccccc12,0.5,61
CSCCC(NS(=O)(=O)c1ccccc1)C(=O)OCc1cc(=O)oc2cc(O)ccc12 (stereo unspecified),1.1,53
Cc1cccc(C(C)C)c1NC(=O)COC(=O)CNS(=O)(=O)c1ccccc1,-0.2,72
COc1ccc(N2CC(NC(=O)c3ccc4ccccc4c3)CC2=O)cc1OC (stereo unspecified),-0.5,62
O=C(OCCc1cc2ccccc2c(=O)o1)c1ccc(F)cc1,-2.0,44
CN(Cc1ccco1)C(=O)CSc1nc(C2CC2)n(-c2ccccc2)n1,0.3,52
CN(C)C1=NCCN1CC1CCCCCC1,-3.4,61
CC1CCc2sc(C(=O)NCC(C)(C)N3CCOCC3)cc2C1 (stereo unspecified),-0.5,54
COc1ccc(OCC(=O)N2c3ccccc3CC2C)c([N+](=O)[O-])c1 (stereo unspecified),2.3,59
CCN(CC(=O)Nc1ccc2c(c1)OCCO2)CC(=O)Nc1ccc(C)c(S(=O)(=O)N(C)C)c1,2.3,61
O=C(Nc1ccccc1N1CCOCC1)c1cccc(S(=O)(=O)Nc2ccccc2F)c1,-0.4,53
CCOc1cc(C(=O)Nc2ccc(C(=O)NCCN(CC)CC)cc2)ccc1OCC(=O)N1CCOCC1,-0.4,63
COc1ccc(C(C)=O)cc1CSc1ccc(S(=O)(=O)N2CCCCC2)cn1,4.3,54
CCC(C(=O)NCCc1ccc(S(N)(=O)=O)cc1)c1ccccc1 (stereo unspecified),0.7,53
# Going on with the list.
SMILES,NTR1 ag,NTR1 ag cell count 20 µM
O=C(CSc1n[nH]c(=O)[nH]c1=O)Nc1ccc(Br)cc1Br,1.4,67
O=C(COc1coc(CN2CCc3ccccc3C2)cc1=O)Nc1ccc([N+](=O)[O-])cc1,5.0,81
Nc1c(C(=O)CSc2nccn2-c2ccc(Cl)cc2)c(=O)[nH]c(=O)n1C1CC1,3.9,58
CCC1CCC2(CC1)NC(=O)N(CC(=O)Nc1ccc(OC)cc1)C2=O (stereo unspecified),-1.1,42
N#CCCN(C(=O)COC(=O)c1ccc(S(=O)(=O)N2CCOCC2)cc1)c1ccccc1,2.9,46
CCCc1nc2c(s1)CCc1onc(-c3ccc(Cl)cc3)c1-2,2.9,93
O=C1CC[C@H](O)CCN1[C@H](CSc1ccc(Br)cc1)Cc1ccccc1,-1.9,63
CCCCCCSc1cccc(-c2nc3ccc(Cl)cn3c2NCc2ccccc2)c1,2.9,69
COc1ccc(C(=O)NNC(=S)NC(=O)c2ccc(F)cc2)cc1Br,1.3,60
CCC(CC)c1nnc(NC(=O)C2CSC3(C)CCC(=O)N23)s1 (stereo unspecified),-1.0,56
NC(=O)Cc1ccc(C(=O)CSc2nnc(-c3ccncc3)n2C2CC2)s1,0.8,31

# A portion of the library, so the mix of outcomes need not match the whole.
